SSB-PriA inh – K. pneumoniae PriA-SSBct interaction inhibition | AlphaScreen SSBct-PriA binding, biotinylated peptide | inhibition, % at 33 µM | 430,000 compounds, 0.6% hits | AID 1272365; in the data active = inhibition mostly above about 37%, no sharp cut-off; inactive = mostly below about 20%;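 also: plate controls were negative control peptide for no effect and reference peptide for full effect; strong numbers were not always called active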
* = called active by the depositor; & = joins results of further samples. Only part of the results is shown; the hit share may differ from the screen's.

1. CSc1cccc(NC(=O)c2ccc(N3CCCCS3(=O)=O)cc2)c1
  SSB-PriA inh: -7&2
2. COc1cccc(CSc2nccn3nc(-c4ccc(C)c(C)c4)cc23)c1
  SSB-PriA inh: -1
3. Cc1ccc(-n2ncc3c(C4CC4)nn(CC(N)=O)c(=O)c32)c(C)c1
  SSB-PriA inh: -13
4. CC(=NNc1ccccc1C)c1cccnc1
  SSB-PriA inh: -3
5. O=C(NC(c1cccnc1)C1CCOCC1)c1cnccn1 (stereo not given)
  SSB-PriA inh: -9
6. CCSc1nc(NC(C)C)c2cnn(CCNC(=O)c3c(-c4ccccc4Cl)noc3C)c2n1
  SSB-PriA inh: 34
7. CON=CCc1c([N+](=O)[O-])c(C)nn1C
  SSB-PriA inh: -11
8. O=C(COc1cccc(Cl)c1)N1CCN(c2ccc3nnc(C4CC4)n3n2)CC1
  SSB-PriA inh: -34&-4
9. CONC(=O)c1csc(-c2cc3ccccc3n2C)n1
  SSB-PriA inh: -20
10. O=C(NCCOc1cc(N2CCCCC2)ncn1)C1CCCO1 (stereo not given)
  SSB-PriA inh: -11
11. O=S(=O)(c1ccccc1Br)N1CC(n2cc(COc3ccccc3)nn2)C1
  SSB-PriA inh: -11
12. O=C(Nc1ccccc1-c1ccc(=O)[nH]n1)c1ccc2nsnc2c1
  SSB-PriA inh: 2
13. CC12COC3(C(=O)O)CC1CCC32C (stereo not given)
  SSB-PriA inh: -18&2
14. CCOc1ccc(-c2cc(=O)n(CC(=O)N3CCC(Cc4ccccc4)CC3)cn2)cc1
  SSB-PriA inh: -11
15. CCOc1ccc(C=NNC(=O)c2ccc(F)cc2)cc1CN1CC2CC(C1)c1cccc(=O)n1C2 (stereo not given)
  SSB-PriA inh: 11

16. O=C(c1cc(Nc2ccc(F)c(Cl)c2)c2ccccc2n1)N1CCCCC1
  SSB-PriA inh: -15
17. COc1ccc(OC2CCN(C(=O)C3CCOC3)C2)nn1 (stereo not given)
  SSB-PriA inh: -9
18. CN(C)[C@@H](CNS(=O)(=O)c1ccc(Br)s1)c1ccc2c(c1)CCO2
  SSB-PriA inh: 2
19. CNC(=O)CS(=O)(=O)C1CCN(S(=O)(=O)c2cccnc2)CC1
  SSB-PriA inh: -12
20. CCn1ccc(C(=O)N2CCCCC2)n1
  SSB-PriA inh: -14
21. O=C(C1CCCCN1S(=O)(=O)c1cccs1)N1CCOCC1 (stereo not given)
  SSB-PriA inh: -8&14
22. O=C(CSc1nc2c(c(=O)n1-c1ccc([N+](=O)[O-])cc1)SCC2)Nc1ccc2c(c1)OCCO2
  SSB-PriA inh: 4
23. Cc1cccc(CC(=O)NNC(=O)c2cccn(Cc3ccc(F)cc3)c2=O)c1
  SSB-PriA inh: 5
24. CC1C(=NO)C(CN(C)C)C2CC1C2(C)C (stereo not given)
  SSB-PriA inh: -8
25. COc1ccc(CCC(=O)N[C@H]2CC(=O)N(c3ccc(F)cc3)C2)cc1
  SSB-PriA inh: -21
26. CS(=O)(=O)c1ccc(CCC(=O)Nc2ccc(CC(=O)NCC(F)(F)F)cc2)cc1
  SSB-PriA inh: -10
